Assay outcomes from PubChem.
MC4R antag cAMP = MC4R antagonists of cAMP signaling, primary screen, cell-based, TR-FRET, antagonist arm of biased-ligand search | AID 540295, 2011 | 360,000 compounds, 0.48% hits | MC4R-expressing cells, MTII-stimulated cAMP, LANCE TR-FRET | Melanocortin receptor 4 (Homo sapiens), P32245 | inhibition, % at 6.5 µM;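 active = inhibition above its plate's cutoff, the mean of tested wells on that plate plus 3 SD, cut at about 29% in these data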;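 also: 0% = Melanotan II alone and 100% = Melanotan II plus saturating MCL0020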
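System: U2OS-MC4R stable cell line; Technique: Eu-cAMP/anti-cAMP TR-FRET, emission 671 nm; Repeats: single well per compound; Also added: Melanotan II; Dosing: one concentration, 6.5 µM nominal; Schedule: 30-min compound, 1-h challenge, 1-h detection, room temperature.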
ABHD5 PLIN5 PPI = ABHD5-PLIN5 interaction inhibitors, primary screen, cell lysate, split luciferase complementation, luminescence | Perilipin-5 (Homo sapiens) + 1-acylglycerol-3-phosphate O-acyltransferase ABHD5 (Homo … | AID 602281, 2012 | 360,000 compounds, 0.78% hits | Split G. princeps luciferase complementation, 4 h | inhibition, % at 4 µM;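 active = inhibition above the mean inhibition across every tested compound plus 3 SD, cut at about 22% in these data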;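 also: 0% = DMSO only wells and the 100% control is not disclosed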
Target sequence (Q00G26 whole entry, looked up): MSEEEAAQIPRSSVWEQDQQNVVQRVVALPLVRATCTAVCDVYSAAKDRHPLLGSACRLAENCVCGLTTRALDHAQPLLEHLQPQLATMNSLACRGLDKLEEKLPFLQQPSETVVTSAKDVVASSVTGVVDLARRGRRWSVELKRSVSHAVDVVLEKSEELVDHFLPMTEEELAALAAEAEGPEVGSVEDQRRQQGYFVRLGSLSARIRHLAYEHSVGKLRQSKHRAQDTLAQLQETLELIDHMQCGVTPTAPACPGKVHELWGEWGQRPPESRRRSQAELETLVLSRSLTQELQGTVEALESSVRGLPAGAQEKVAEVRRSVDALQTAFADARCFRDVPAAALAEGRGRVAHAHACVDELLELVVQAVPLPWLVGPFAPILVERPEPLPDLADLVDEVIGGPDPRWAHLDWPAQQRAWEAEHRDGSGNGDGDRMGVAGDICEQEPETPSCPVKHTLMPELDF
Target sequence (Q8WTS1 whole entry, looked up): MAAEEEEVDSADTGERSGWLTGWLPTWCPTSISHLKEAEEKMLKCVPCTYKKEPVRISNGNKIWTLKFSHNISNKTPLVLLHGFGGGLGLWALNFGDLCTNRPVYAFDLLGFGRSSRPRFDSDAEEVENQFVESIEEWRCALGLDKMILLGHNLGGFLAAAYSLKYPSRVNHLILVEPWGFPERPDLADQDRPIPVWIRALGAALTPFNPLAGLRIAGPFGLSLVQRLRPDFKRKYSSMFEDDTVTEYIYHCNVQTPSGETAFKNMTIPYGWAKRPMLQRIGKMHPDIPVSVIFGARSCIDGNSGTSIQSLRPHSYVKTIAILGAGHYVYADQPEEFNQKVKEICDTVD
NCOA1 inh = SRC1 coactivator transcriptional activity inhibitors, primary screen, cell-based, luminescence. Nuclear receptor coactivator 1 (Homo sapiens), Q15788. HEK293 GAL4-SRC1 luciferase reporter. inhibition, % at 3.6 µM. 360,000 compounds, 0.12% hits. AID 588354, 2011;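 active = inhibition above the campaign mean plus 3 SD, with each screening campaign given its own cutoff, cut at about 60% in these data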;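 also: 0% = DMSO treated cells and 100% = gossypol at 36 µM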
NCOA3 inh = SRC3 coactivator transcriptional activity inhibitors, primary screen, cell-based, luminescence. 360,000 compounds, 0.17% hits. inhibition, % at 3.6 µM. HEK293 GAL4-SRC3 luciferase reporter;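 active = inhibition above a per-campaign cutoff, the mean of all compounds plus 3 SD, cut at about 60% in these data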;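 also: 0% = DMSO-treated cells and 100% = gossypol-treated cells at 36 µM; higher means less SRC3-driven luciferase light from the GAL4 reporter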
TLR9-MyD88 block = inhibitors of TLR9-MyD88 association in cells, primary screen, cell-based, CHO, BLA complementation, fluorescence. Toll-like receptor 9 (Homo sapiens) + Myeloid differentiation primary response protein …. CCF4 FRET ratio. inhibition, % at 4.98 µM. 340,000 compounds, 0.21% hits;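 active = inhibition above the mean over all tested compounds plus 3 SD, cut at about 21% in these data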;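 also: 0% = DMSO only wells and 100% = clavulanate BLA inhibitor control wells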
LRH-1 inv ag = LRH-1 (NR5A2) inverse agonists, primary screen, cell-based, luminescence, HEK293T, StAR-luciferase reporter. Nuclear receptor subfamily 5 group A member 2 (Homo sapiens), O00482. LRH-1 transfected, 24 h. inhibition, % at 3.6 µM. 360,000 compounds, 0.13% hits. AID 602396, 2012;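 active = inhibition above the mean inhibition of all tested compounds plus 3 SD, cut at about 73% in these data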;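 also: 0% = DMSO wells and 100% = reporter-only cells lacking LRH-1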
NCOA2 inhibitor = inhibition of GAL4-SRC2 driven luciferase reporter, primary screen, SRC2 inhibitor project, cell-based, luminescence. 370,000 compounds, 0.17% hits. inhibition, % at 9 µM. Nuclear receptor coactivator 2 (Homo sapiens), Q15596. HEK293 GAL4-SRC2 luciferase reporter;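 active = inhibition above the mean inhibition of all tested compounds plus 3 SD, set per campaign, cut at about 52% in these data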;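 also: 0% = DMSO treated cells and 100% = cells given Gossypol at 36 µM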
NR2F2 inh = NR2F2 transcriptional activity inhibitors, primary screen, cell-based, luciferase reporter, HEK293T, luminescence. COUP transcription factor 2 (Homo sapiens), P24468. HEK293T NGFI-A luciferase reporter. inhibition, % at 8.6 µM. 370,000 compounds, 0.7% hits;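 active = inhibition above a per-plate cutoff, mean inhibition of test wells between control levels plus 3 SD, cut at about 38% in these data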;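 also: cells cotransfected with COUP-TFII expression vector driving the NGFI-A reporter; 0% = median of COUP-TF2 test wells and 100% = reporter-only cells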
MC4R barr agon = MC4R agonists recruiting beta-arrestin, primary screen, cell-based, luminescence, agonist arm of biased-ligand search; U2OS MC4R beta-arrestin complementation; percent of melanotan II response, DMSO zero; Melanocortin receptor 4 (Homo sapiens), P32245; 360,000 compounds, 0.98% hits; AID 540308, 2011; activation, % at 8.9 µM;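 active = activation above a per-plate cutoff, the mean activation of sample wells on that plate plus 3 SD, cut at about 8% in these data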
NOD2 RIPK2 PPI = NOD2-RIPK2 binding disruptors in cells, primary screen, fluorescence, CHO cells, BLA complementation | AID 624267, 2012 | Receptor-interacting serine/threonine-protein kinase 2 (Homo sapiens), O43353 | inhibition, % at 4.98 µM | 360,000 compounds, 0.38% hits | CCF4 ratio; in the data active = inhibition above about 21%;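 also: 0% = vehicle only and 100% = reference blocker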
LMP1 NFkB inh = EBV LMP1-driven NF-kappaB luciferase reporter inhibitors, primary screen, cell-based, luminescence, single point; inhibition, % at 12.5 µM; AID 504558, 2011; LMP1-induced NF-kappaB luciferase reporter cells; 350,000 compounds, 0.69% hits; in the data active = inhibition above about 41%;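 also: 0% = neutral control wells and 100% = reference inhibitor control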
* marks the source's active call; other numbers are inactive results; · = not tested or not shown.

Screens in order: NCOA2 inhibitor	NR2F2 inh	MC4R barr agon	MC4R antag cAMP	ABHD5 PLIN5 PPI	NCOA1 inh	TLR9-MyD88 block	LRH-1 inv ag	LMP1 NFkB inh	NCOA3 inh	NOD2 RIPK2 PPI
COC(=O)C(NS(=O)(=O)c1ccc(NC(C)=O)cc1)C(C)C (stereo not given)
→ 18	-12	-0.2	9	-2	6	8	-2	-2	13	3
CCOC(=O)Cn1nc(C)c2c1CCCC2=O
→ -18	4	-1.5	12	-3	8	0	-4	-9	15	-1
CCCNC(=O)C1(C)CCN(C(=O)c2cc(F)ccc2C)C1 (stereo not given)
→ -22	2	-0.9	17	-2	-8	·	8	·	1	-6
Cc1cc(C=C2C(=O)c3ccccc3C2=O)c(C)n1-c1ccc(Cl)cc1
→ -20	5	-1.8	-1	-4	0	6	-4	-6	1	-3
CN1CCN(c2ccc(S(=O)(=O)N3CCOCC3)cc2NC(=O)COc2ccc(F)cc2Cl)CC1
→ -5	-5	-2.1	-18	1	-52	-9	12	2	-15	0
NNC(=O)CCC(=O)Nc1ccccc1
→ -10	-11	1.4	6	6	12	-2	14	-3	13	-2
O=C1NCCCC1C(=O)N/N=C/c1ccc([N+](=O)[O-])cc1 (stereo not given)
→ -13	-31	-1.2	-1	-1	-6	·	-2	·	-9	-2
COc1ccc(NC(=O)c2nc(SC)ncc2Cl)cc1
→ 7	3	-1.7	-2	-2	-1	-5	19	-3	17	-7
COc1cc(CN(C(=S)NCC(=O)NC2CC2)C2CCCC2)cc(OC)c1OC
→ -6	-12	1.1	5	7	-11	-7	21	-4	3	-12
CCC1CCC2(CC1)NC(=O)N(CC(=O)N1CCc3ccccc31)C2=O (stereo not given)
→ -7	-14	1.5	-5	10	7	3	18	0	16	-1
O=C(COC(=O)c1cccc(-n2cnnn2)c1)c1ccc(Br)cc1
→ -51	2	-0.1	18	2	-30	-10	-4	-9	-22	2
Cc1ccc(F)cc1NC(=O)COC(=O)COc1ccc(C#N)cc1
→ 5	-13	-2.6	7	0	14	-2	-10	-3	-3	-7
CCn1c2ccccc2c2cc(NC(=O)CSc3nnc(-c4cccc(F)c4)o3)ccc21
→ -20	-6	5.0	2	2	-21	1	-8	4	-3	-7
Cc1cccc(CSCCNC(=O)COc2ccc(Cl)cc2)c1
→ -6	-4	2.3	-2	1	1	-2	19	1	2	5
C/C(=N\NC(=O)c1nnn(-c2nonc2N)c1-c1ccc(Cl)c(Cl)c1)c1ccncc1
→ -19	4	-1.0	2	2	12	-4	-2	3	-5	0
Fc1ccc(CNCc2cccc(Br)c2)cc1
→ -12	3	1.5	16	2	-10	8	16	-3	-1	-10
Cc1ccc(-c2cc(C(F)F)n3ncc(C(=O)N4CCc5ccccc54)c3n2)cc1
→ -20	-7	-1.4	-8	3	9	-1	8	10	15	-7
Cc1cc(N2CCCC2=O)ccc1S(=O)(=O)NCCOc1ccccc1
→ 21	9	-0.9	16	4	-16	·	-26	-3	14	-9
Cn1cccc1CC(=O)NNC(=O)Nc1ccccc1F
→ -3	20	-0.7	4	0	-4	-5	-36	-2	5	-8
COc1cc2c(cc1OC)C(c1ccc(OC)c(OC)c1OC)CC(=O)N2 (stereo not given)
→ -17	-20	-0.6	-3	0	-1	3	17	-2	-13	-25
O=C(CN1C(=O)NC2(CCCCCC2)C1=O)c1ccc(Cl)s1
→ -9	-3	-2.4	17	-4	-8	-1	-7	3	-6	0
O=C(NCc1cccnc1)C1CCC(CNS(=O)(=O)c2cccc3nsnc23)CC1 (stereo not given)
→ 3	11	-1.0	12	-1	-21	9	4	4	-2	1
COc1ccc(OC)c(-c2csc(NC(=O)CSc3ccccc3)n2)c1
→ -17	9	-2.0	-8	1	9	4	6	0	24	2
CCOC(=O)N/N=C/c1c(C)c(C(=O)c2ccc(F)cc2)n2ccccc12
→ 15	3	-1.2	7	-4	-6	4	4	-1	-1	-8
COc1ccc(Cl)cc1NC(=O)CN(C)C(=O)c1cc(C)oc1C
→ 23	2	-2.5	17	9	-7	3	-7	0	-19	2
Cc1ccc(OCc2nnc(NC(=O)c3cccnc3)s2)cc1
→ 6	-15	0.2	0	-4	-9	8	-1	0	12	-1
CC(NC(=O)CSCc1ccccc1Br)c1ccccc1 (stereo not given)
→ 2	6	1.2	7	-3	9	0	-8	8	16	7
COc1ccc(/C=N/NC(=O)c2cccc([N+](=O)[O-])c2)cc1OC
→ 0	-3	-2.5	0	-3	-15	-1	3	2	8	-9
CCOc1ccc(N2CC(C(=O)OCC(=O)c3ccc(OC)cc3)CC2=O)cc1 (stereo not given)
→ -18	-8	0.9	1	-5	12	-8	9	-3	-2	-1
CC(Oc1ccc(Cl)cc1)C(=O)Nc1ncccn1 (stereo not given)
→ -4	-11	0.5	4	4	-3	4	1	-1	12	-16
Oc1ccc(C(=S)N2CCCCC2)cc1Cl
→ -3	0	-2.1	-1	4	-1	-2	-3	4	3	-22
Cc1ccc(C)c(NC(=O)c2nc(-c3ccccc3)n(-c3ccccc3)n2)c1
→ -16	-21	-2.1	8	0	1	6	-17	9	-3	5
O=C(c1cc(-c2ccc(Cl)cc2Cl)on1)N1CCCC1
→ -1	-22	0.1	14	-2	-70	-12	-120	5	-109	-1
Cn1c(NCc2ccco2)nc2c1c(=O)n(Cc1ccc(Cl)cc1Cl)c(=O)n2C
→ -7	14	-1.2	1	5	-45	15	11	-19	21	-4
Cc1nonc1NC(=O)CSc1nc2ccc(Cl)cc2[nH]1
→ -30	8	-0.2	7	7	16	-7	-14	1	-17	-5
COc1ccccc1Nc1nnc(SCC(=O)NC(=O)Nc2ccc3c(c2)OCCO3)s1
→ -16	2	17*	5	1	-48	-3	-3	-11	-3	-14
O=c1[nH]c(=O)n(C2OC(CO)C(O)C2O)cc1F (stereo not given)
→ ·	·	0.2	-2	4	55	-6	-14	-14	53	-2
CCc1ccc(C(=O)/C=C/c2cnn(C)c2C)s1
→ -30	-25	-1.7	6	2	-86	-1	-101	1	-58	-1
O=Cc1cnc(N2CCN(c3ccccc3)CC2)s1
→ 7	-7	-2.1	-3	-4	-1	-10	0	4	-10	-2
CCOC(=O)CNC(=O)CSc1nccn1Cc1ccco1
→ 0	6	-2.3	2	1	-2	-3	-13	-2	3	-9
Cc1c(C(=O)N(C)C)c2cc(Cl)ccc2n1O
→ -44	10	-0.8	-3	4	2	-3	-2	-1	13	1
Cc1ccc2c(c1)nnn2C1CCN(CC(=O)c2ccc(Cl)cc2)CC1
→ 6	3	-1.5	0	-3	-29	2	14	2	-11	-5
O=c1oc(-c2cccs2)nc2c1cnn2-c1ccccc1
→ 20	7	0.2	-8	6	14	10	9	0	-29	-7
Cc1onc(-c2ccccc2Cl)c1C(=O)Nc1ccc(Br)cc1
→ -2	5	0.0	5	-9	-9	6	5	-1	1	-4
CC(C)C[C@H]1CN([C@@H](Cc2ccc(O)cc2)CN2CCC[C@@H]2CN2C(=S)NC[C@@H]2Cc2ccccc2)C(=S)N1CCc1ccccc1
→ -13	24	·	·	18	-2	·	-14	·	11	-6
CC(C)CCn1c(=O)c2ccccc2n2c(CCC(=O)NC3CCN(Cc4ccccc4)CC3)nnc12
→ -29	12	-2.2	15	-3	8	-13	-12	6	4	-15
COc1ccc(C(C(=O)NC2CCCCC2)N(C(=O)Cc2c[nH]c3ccccc23)c2ccccc2)cc1OC (stereo not given)
→ 14	9	3.0	17	4	4	-2	1	10	4	-13
CCC(=O)N1CCN(c2ccc(NC(=O)c3ccc(Br)o3)cc2)CC1
→ -27	-15	-1.7	-1	6	-17	-4	-17	-6	5	-2
Cc1cccc(Cc2nnc(CCC(=O)N3CCCC(CN4CCOCC4)C3)o2)c1 (stereo not given)
→ -82	8	-1.1	11	-3	-15	-7	-5	3	12	-10
CCS(=O)(=O)N1CCc2nc(-c3ccccc3)sc2C1
→ -36	-30	-1.0	1	3	-110	-6	-148	-25	-101	-10
Cc1ccc2[nH]c(CCN(C)C)c(CC#N)c2c1
→ 10	4	-2.1	1	5	3	-5	12	-23	8	10
CCn1c(SCC(=O)Nc2cc(C)nn2-c2ccccc2)nnc1-c1cccs1
→ 9	-6	1.4	15	4	0	-1	16	-6	8	-14
CCC(C)NCC(=O)Nc1cc(S(=O)(=O)N(CC)c2ccccc2)ccc1Cl (stereo not given)
→ 6	18	-0.7	0	-3	-19	-5	17	7	21	4
CCOc1ccccc1N1CCN(C(=O)NCc2ccc(F)cc2)CC1
→ -23	15	3.2	17	2	-13	-11	-19	-16	-4	-3

An excerpt. The share of hits here may be higher or lower than overall.
